# Screening data deposited in PubChem by National Center for Advancing Translational Sciences (NCATS).
# Abeta rescue – compounds reversing amyloid beta toxicity in yeast | yeast expressing A-beta42, growth rescue, OD600, 48 h; response scale: 0% DMSO, 100% iron-clioquinol control | Potency, µM (doses to about 46.1 µM), for the others: at the highest dose growth rescue, hits mostly activators | 410,000 compounds, 0.063% hits; note: potency is the fitted concentration of half-maximal effect; nearly all actives have a fitted effect of over 55% in size
#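 Growth rescue measured by 600 nm absorbance after 48 h yeast culture at 30 C with compound. Values normalized between DMSO and an equimolar ferric chloride plus clioquinol control.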
# EPAC1 antag – EPAC1 (human) antagonism | O95398 | Potency, µM (doses to about 115 µM), without a hit: at the highest dose activity change, negative = inhibition, actives largely listed as inhibitors | AID 720709 | EPAC1 GEF assay, Rap1b-BODIPY-GDP exchange fluorescence | 360,000 compounds, 0.14% hits;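 note: potency is the fitted concentration of half-maximal effect; plate controls were vehicle for no effect and positive control for full effect; nearly all actives have a fitted effect of over 50% in size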
# EPAC1 agonist – EPAC1 (human) agonism; O95398; 360,000 compounds, 0.073% hits; Potency, µM (top dose mostly 154 µM), inactives show top-dose activation, most hits filed as activators; EPAC1 agonist qHTS, biochemical assay; response scale: 100% = response to 6.5 mM cAMP; note: potency is the fitted concentration of half-maximal effect; nearly all actives have a fitted effect of over 60% in size
#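 Multi-concentration qHTS readout: loss of Rap1B-bound BODIPY-GDP fluorescence driven by 100 nM EPAC1 with excess GDP (50 uM), monitored kinetically at room temperature; agonist response expressed relative to 6.5 mM cAMP.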
# PLK1 PBD block – PLK1 (human) polo-box domain binding inhibition; Plk1 PBD binding of FITC phosphopeptide, fluorescence polarization; 360,000 compounds, 2.8% hits; Potency, µM, for inactives: max response, negative = inhibition, usual class: inhibitors; P53350; note: potency is the fitted concentration of half-maximal effect; series mostly up to about 57 µM; % is set by controls: 0 for no effect and ±100 for the full control effect; nearly all actives have a fitted effect of over 65% in size
# Target sequence (P53350 whole entry, looked up, the tested form may be a part): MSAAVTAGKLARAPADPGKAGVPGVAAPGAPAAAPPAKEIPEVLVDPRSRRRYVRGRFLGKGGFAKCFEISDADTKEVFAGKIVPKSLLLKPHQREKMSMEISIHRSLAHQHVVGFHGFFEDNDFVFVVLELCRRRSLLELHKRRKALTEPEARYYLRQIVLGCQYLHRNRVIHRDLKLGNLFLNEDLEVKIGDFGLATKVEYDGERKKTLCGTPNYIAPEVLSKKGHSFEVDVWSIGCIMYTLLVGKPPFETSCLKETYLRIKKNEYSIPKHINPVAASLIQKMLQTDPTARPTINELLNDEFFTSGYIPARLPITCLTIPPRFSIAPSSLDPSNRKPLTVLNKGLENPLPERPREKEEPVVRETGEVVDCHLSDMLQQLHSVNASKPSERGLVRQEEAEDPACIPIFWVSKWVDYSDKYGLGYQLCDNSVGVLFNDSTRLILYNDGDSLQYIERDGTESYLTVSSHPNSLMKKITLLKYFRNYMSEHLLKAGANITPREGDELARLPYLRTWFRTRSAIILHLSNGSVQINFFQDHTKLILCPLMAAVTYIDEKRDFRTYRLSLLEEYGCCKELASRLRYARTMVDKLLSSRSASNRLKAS
# WRN helicase inh – WRN helicase (human) inhibition; 360,000 compounds, 0.46% hits; Q14191; WRN helicase unwinding, fluorescent forked duplex, kinetic; Potency, µM (series often up to 114 µM), for inactives: top-dose activity change, negative = inhibition, most hits filed as inhibitors; note: potency is the fitted concentration of half-maximal effect; % is set by controls: 0 for no effect and ±100 for the full control effect; nearly all actives have a fitted effect of over 55% in size
#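 Kinetic red-fluorescence monitoring (525/598 nm) tracks WRN helicase activity after 100 nM fluorophore-quencher forked duplex and 2 mM ATP are added to 20 nM enzyme pretreated 15 min at room temperature with compound.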
# FUS yeast rescue – suppressors of FUS proteinopathy in yeast. S. cerevisiae FUS-expressing, growth rescue, OD600, 24 h. Potency, µM (series often up to 76.6 µM), inactives show top-dose growth rescue (activation), usual class: activators. 390,000 compounds, 0.24% hits. AID 1347120;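 note: potency is the fitted concentration of half-maximal effect; plate controls were DMSO vehicle for no effect and reference control for full effect; nearly all actives have a fitted effect of over 55% in size; some results filed as inactive show a strong effect at the top dose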
#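 Restored growth of FUS-toxic S. cerevisiae, read as 600 nm absorbance after 24 h at 30C in galactose medium (starting OD 0.005). Controls CP55940 and DMSO.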
# IL2 activator – IL-2 activation | AID 652025 | IL-2 activation reporter assay, cell-based qHTS; stimulated with anti-CD3/CD4/CD28 beads; in transgenic mouse T cells | 360,000 compounds, 0.065% hits | activation, % (series mostly up to about 46 µM); in the data active = activation above about 50%; inconclusive = mostly about 30% to 49%; note: 0% is about no effect
#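 Unstimulated transgenic mouse T cells preincubated 60 min with compound, then stimulated with anti-CD3/anti-CD4-coated beads plus anti-CD28 for 18 h at 37 degrees C. IL-2 response read as EGFP and DsRed fluorescence by plate cytometry.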
# PI5P4Ka inh – inhibitors of human PI5P4K alpha | PI5P4Kalpha enzyme, ADP-Glo luminescence, 60 min; active compounds read low | max response, % | 330,000 compounds, 1.2% hits; active = max response of -50% or lower; inconclusive = between -30% and -50%; inactive = -30% or higher; note: value at the top dose of about 77 µM; % is set by controls: 0 for no effect and ±100 for the full control effect
# Target sequence (P48426 whole entry, looked up): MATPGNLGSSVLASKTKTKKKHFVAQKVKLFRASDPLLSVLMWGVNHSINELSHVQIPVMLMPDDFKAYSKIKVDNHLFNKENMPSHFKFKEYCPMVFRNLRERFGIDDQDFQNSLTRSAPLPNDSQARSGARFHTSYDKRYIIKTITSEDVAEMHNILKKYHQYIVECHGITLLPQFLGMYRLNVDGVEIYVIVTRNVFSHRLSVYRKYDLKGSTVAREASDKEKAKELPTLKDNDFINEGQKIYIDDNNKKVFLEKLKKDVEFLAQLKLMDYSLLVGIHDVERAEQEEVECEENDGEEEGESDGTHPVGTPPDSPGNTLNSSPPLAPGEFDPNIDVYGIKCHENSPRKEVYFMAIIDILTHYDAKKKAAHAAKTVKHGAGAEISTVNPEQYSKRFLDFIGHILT
#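 PI5P4Kalpha ADP-Glo assay; 5 microM ATP final; 60 min RT reaction; HEPES pH 7.4/EGTA/CHAPS, 5% DMSO; controls lacking substrate or enzyme; luminescent end-point.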
# Starred values were filed as active, the others as inactive; u = inconclusive; x = not tested or not shown; [ ] = another dose, or the depositor's remark. Unless noted, calls come from the whole dose curve; as a rule, active = well fitted curve in the direction sought with a large enough effect; inconclusive = small, poorly fitted or top-dose-only effect, or another doubt; inactive = no such curve, though single readings can be large; an effect the other way counts as inactive or inconclusive.
(1) CC(C)(C)c1ccc(C(=O)c2c[nH]c(C(=O)NCc3ccco3)c2)cc1
(2) CCc1noc(C)c1C(=O)N1CCN(S(=O)(=O)c2ccc(C)cc2C)CC1
(3) Cc1nc(N2CCC(C)CC2)c2oc3ccccc3c2n1
(4) CCCS(=O)(=O)NC(=O)C1(C)CCN(C(=O)C2(c3ccc(Cl)cc3)CCCC2)C1 (stereo not drawn)
(5) O=C(Nc1ccnn1C1CCN(Cc2cccc(OCCO)c2)CC1)C1CCOC1 (stereo not drawn)
(6) O=C(c1ccc(F)cc1Cl)N(Cc1ccco1)C1CCS(=O)(=O)C1 (stereo not drawn)
(7) CCN1C(=O)N(C)C(N(O)C(=O)NC)C1(C)C (stereo not drawn)
(8) CCCCC1(C)OC(=O)C(=Cc2ccc(N(C)C)cc2)C(=O)O1 (stereo not drawn)
assay / entry,1,2,3,4,5,6,7,8
Abeta rescue,-5%,9%,-2%,-10%,-11%,10%,22%,28%
EPAC1 antag,-14%,4%,-10%,4%,-7%,1%,5%,-3%
EPAC1 agonist,3%,12%,14%,-17%,8%,5%,0%,5%
PLK1 PBD block,-4%,-3%,-3%,-1%,-3%,-1%,-3%,u
WRN helicase inh,6%,5%,-3%,4%,-32%,-7%,-25%[57.1 µM],-30%
FUS yeast rescue,-29%,5%,1%,12%,x,x,-26%,-20%
IL2 activator,0.1,-5.5,0.1,-0.1,-0.4,-0.3,0.1,0.0
PI5P4Ka inh,-4,12,1,1,10,0,1,-10

(9) Cc1c(C(=O)OCC(=O)NCC2CCCO2)cccc1[N+](=O)[O-] (stereo not drawn)
(10) CCc1ccc2c(c1)cc(CN(C(=S)Nc1ccccc1C)C1CC1)c1nnnn12
(11) O=C(/C=C/c1ccccc1)NC(NC(=S)Nc1cccc(Cl)c1)C(Cl)(Cl)Cl (stereo not drawn)
(12) CCCC1=NN2C(=N)/C(=C\c3ccc(OCCOc4ccc(NC(C)=O)cc4)c(OC)c3)C(=O)N=C2S1
(13) O=[N+]([O-])c1ccc(NNS(=O)(=O)c2cc(Cl)ccc2Cl)nc1
(14) CC(=O)c1cn(CC(=O)NCC2CCCO2)c2ccccc12 (stereo not drawn)
(15) COc1ccc(C(=O)/C=C2/Sc3cc4c(cc3N2C)OCO4)cc1
(16) Cc1ccc(NC(=O)c2cccc(S(=O)(=O)NCc3ccccc3)c2)nc1
assay / entry,9,10,11,12,13,14,15,16
Abeta rescue,-7%,-2%,7%,-3%,-12%,-6%,-13%,2%
EPAC1 antag,-6%,12%,-9%,4%,2%,-4%,-12%,-10%
EPAC1 agonist,-6%,1%,4%,0%,-10%,-5%,0%,0%
PLK1 PBD block,-10%,-19%,-29%,u,u,-11%,-16%,48%[activator]
WRN helicase inh,0%,-11%,-7%,3%[11.6 µM],-10%,2%,-6%,-5%
FUS yeast rescue,-1%,-17%,-1%,12%,u,20%,x,7%
IL2 activator,-1.5,0.8,-3.7,-1.3,-2.6,-2.9,0.6,1.9
PI5P4Ka inh,-11,x,-16,-13,u,1,-2,4

# Rewritten with two lines to a compound: 3 of the compounds above.
# Value order: Abeta rescue | EPAC1 antag | EPAC1 agonist | PLK1 PBD block | WRN helicase inh | FUS yeast rescue | IL2 activator | PI5P4Ka inh
12) CCCC1=NN2C(=N)/C(=C\c3ccc(OCCOc4ccc(NC(C)=O)cc4)c(OC)c3)C(=O)N=C2S1
→ -3% | 4% | 0% | u | 3%[11.6 µM] | 12% | -1.3 | -13
13) O=[N+]([O-])c1ccc(NNS(=O)(=O)c2cc(Cl)ccc2Cl)nc1
→ -12% | 2% | -10% | u | -10% | u | -2.6 | u
14) CC(=O)c1cn(CC(=O)NCC2CCCO2)c2ccccc12 (stereo not drawn)
→ -6% | -4% | -5% | -11% | 2% | 20% | -2.9 | 1

# Additional structures follow:
(17) CC(NC(=O)COC(=O)c1ccc([N+](=O)[O-])o1)c1ccccc1 (stereo not drawn)
(18) O=C(O)C1CSC2(c3ccc(Br)cc3)CCC(=O)N12 (stereo not drawn)
(19) COc1ccc2cc(C(=O)C3CCCN(C(=O)/C=C/c4ccccn4)C3)ccc2c1 (stereo not drawn)
(20) CC(=O)NCCC1CCCCN1Cc1nc(Cc2cccc(C(F)(F)F)c2)no1 (stereo not drawn)
(21) CN(C)c1nc(-c2ccccc2)ncc1S(=O)(=O)c1ccccc1
(22) O=C1CSc2cc(Cl)ccc2N1
(23) O=C(CCCc1ccccc1)NCCS(=O)(=O)N1CCN(c2ccccc2F)CC1
(24) CCOC(=O)N1CCN(S(=O)(=O)c2cc(Br)cnc2N)CC1
assay / entry,17,18,19,20,21,22,23,24
Abeta rescue,-28%,-7%,u,4%,-20%,22%,5%,-1%
EPAC1 antag,-3%,-8%,-9%,3%,-8%,-14%,9%,-1%
EPAC1 agonist,5%,-10%,-7%,-2%,21%,-2%,3%,0%
PLK1 PBD block,-30%,-4%,-14%,-6%,-5%,11µM*,-7%,-7%
WRN helicase inh,13%,-8%,2%,10%,-10%,-29%,-7%,1%
FUS yeast rescue,-5%,46%,41%,3%,12%,1%,12%,14%
IL2 activator,0.3,-0.8,-1.4,0.1,0.3,0.4,-5.0,-0.7
PI5P4Ka inh,-5,4,0,2,8,-18,10,1

(25) COc1cc(OC)c(-c2oc3ccccc3c(=O)c2O)c(OC)c1
(26) COc1ccccc1CNC(=O)C1CCN(S(=O)(=O)c2ccc3c(c2)OCCCO3)CC1
(27) CC(C)C(C)NC(=O)COc1nc2ccccc2nc1N(C)C1CCCCC1 (stereo not drawn)
(28) O=Cc1ccc(OCc2ccccn2)cc1
(29) Cc1cccc(C)c1NC(=S)NC(C)CCc1ccccc1 (stereo not drawn)
(30) Cc1c(Br)c([N+](=O)[O-])nn1CC(=O)Nc1c(C)n(C)n(-c2ccccc2)c1=O
(31) CC(NC(=O)C1CCCC1)C1CC2CCC1C2 (stereo not drawn)
(32) Cc1cc(=O)c(C(=O)O)nn1-c1ccccc1Cl
assay / entry,25,26,27,28,29,30,31,32
Abeta rescue,-7%,-3%,4%,13%,u,-8%,12%,-14%
EPAC1 antag,-2%,11%,5%,8%,-9%,6%,1%,5%
EPAC1 agonist,-7%,3%,-1%,2%,1%,-3%,-4%,2%
PLK1 PBD block,-2%,4%,2%,-1%,-12%,-5%,-6%,2%
WRN helicase inh,8%,1%,9%,-3%,0%,4%,7%,-5%
FUS yeast rescue,x,x,0%,11%,8%,-11%,x,0%
IL2 activator,-0.4,-1.5,-0.3,-2.7,-5.5,0.1,-1.7,-0.4
PI5P4Ka inh,1,-6,3,x,6,-4,-4,1

(33) CC(=O)c1cccc(S(=O)(=O)N2CCN(CCOc3ccccc3)CC2)c1
(34) Cc1ccc(N(C)C(=O)N2CCN(S(=O)(=O)c3ccc(C)cc3)CC2)cc1
(35) CN(C(=O)c1cccc(NC(=O)Cc2ccc(NC(=O)C3CCCN(C(=O)C4CC4)C3)cc2)c1)C1CCCC1 (stereo not drawn)
(36) COc1ccc(CCNc2nc(-c3sc(N)nc3C)cs2)cc1OC
(37) Cc1c(C(=O)N2CCCC2)c(S(=O)(=O)N2CCN(c3ccccc3F)CC2)c(C)n1C
(38) Cc1ccc(C)n1-c1ccc(C(=O)Nc2ccccc2F)cc1
(39) C/C(=N/Oc1nc(C)cc(C)n1)c1ccccc1
(40) CCn1c(C)c2c([n+]1CC)CC(C)(C)CC2=O
assay / entry,33,34,35,36,37,38,39,40
Abeta rescue,-11%,-3%,-16%,-9%,-8%,-3%,12%,-6%
EPAC1 antag,-2%,-7%,-18%,-30%,8%,-3%,-3%,6%
EPAC1 agonist,3%,-12%,-9%,0%,12%,2%,5%,2%
PLK1 PBD block,u,-8%,-12%,-15%,-17%,-13%,-4%,-6%
WRN helicase inh,3%,1%,1%,-17%,-8%,0%,-8%,-6%
FUS yeast rescue,-15%,24%,24%,u,6%,16%,-9%,11%
IL2 activator,0.0,2.2,0.1,-0.2,-4.0,-1.0,-0.9,-0.4
PI5P4Ka inh,-1,0,-8,-14,8,-3,0,x

(41) CN(C)CCN(C)C1CN(Cc2ccc(F)cc2)S(=O)(=O)C1 (stereo not drawn)
(42) O=C(CN1CCCCCC1)Nc1cc(C(F)(F)F)ccc1Cl
(43) COc1ccc(-c2cccc(NS(=O)(=O)c3cccc([N+](=O)[O-])c3)c2)nn1
(44) c1ccc(Cc2nn3c(Cn4nnc5ccccc54)nnc3s2)cc1
(45) COc1ccc(NC(=O)CN(C)C(=O)C(C)Oc2ccc(Br)cc2)cc1 (stereo not drawn)
(46) O=C(COc1ccccc1)NCC1CCCO1 (stereo not drawn)
(47) OC(COc1ccc(Cl)cc1)CN1C2=NCCCN2c2ccccc21 (stereo not drawn)
(48) Cn1cccc1C(=O)N/N=C/c1c(Cl)cccc1Cl
assay / entry,41,42,43,44,45,46,47,48
Abeta rescue,-8%,-19%,1%,-26%,u,4%,21%,-8%
EPAC1 antag,3%,-5%,-3%,3%,4%,-25%,9%,8%
EPAC1 agonist,14%,-9%,1%,-1%,-8%,5%,8%,-6%
PLK1 PBD block,-2%,-3%,-12%,8.4µM*,4%,-2%,-2%,5%
WRN helicase inh,-1%,0%,-16%,-6%,-4%,2%,-7%[57.1 µM],-1%
FUS yeast rescue,-13%,2%,36%,29%,10%,8%,-14%,-5%
IL2 activator,0.7,0.4,-3.5,-3.0,-1.2,0.8,-0.8,4.0
PI5P4Ka inh,-7,3,-10,x,0,x,2,-11

(49) Cc1c(C(=O)O)sc2nc(SCC(=O)Nc3ccc(S(=O)(=O)NCCCC(=O)O)cc3)[nH]c(=O)c12
(50) Cc1cccnc1NC(=O)c1ccc([N+](=O)[O-])o1
(51) COc1ccc(N2C(=O)CC(c3ccccc3)CC2=O)cc1
(52) CC(C)Oc1ccc(S(=O)(=O)N2CCCCC2)cc1NC(=O)CN1CCCC1c1cccs1 (stereo not drawn)
(53) O=C(CSc1nnc(-c2ccco2)o1)NC1CCCCCC1
(54) COc1ccccc1NS(=O)(=O)c1cccc(C(=O)N2CCCC2)c1
assay / entry,49,50,51,52,53,54
Abeta rescue,-7%,2%,4%,7%,-7%,-11%
EPAC1 antag,0%,-8%,-2%,-13%,4%,12%
EPAC1 agonist,-4%,2%,7%,-5%,5%,1%
PLK1 PBD block,u,-3%,4%,-5%,-8%,-3%
WRN helicase inh,-3%,-2%,5%,-7%,1%,2%
FUS yeast rescue,20%,-4%,3%,u,-11%,9%
IL2 activator,0.9,-2.2,0.1,-0.6,-0.8,0.1
PI5P4Ka inh,-70*,1,-2,7,0,-1
